Compound activity (PubChem)
TEAD-YAP inh = TEAD-YAP interaction inhibition; HEK-TIYL cells, TEAD-Gal4/YAP UAS-luciferase luminescence; inhibition, % at 9.12 µM; 640,000 compounds, 1.4% hits; in the data active = inhibition above about 32%;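 also: 0% = median of test compound wells and 100% = reference inhibitor wells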
GPR151 ag = activators of human GPR151. PathHunter beta-arrestin GPR151 cells, luminescence. activation, % at 11.2 µM. 650,000 compounds, 1% hits. AID 1508602; in the data active = activation above about 4.9%;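 also: 0% = median of compound wells and 100% = cells with positive control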
Target sequence (Q8TDV0 whole entry, looked up): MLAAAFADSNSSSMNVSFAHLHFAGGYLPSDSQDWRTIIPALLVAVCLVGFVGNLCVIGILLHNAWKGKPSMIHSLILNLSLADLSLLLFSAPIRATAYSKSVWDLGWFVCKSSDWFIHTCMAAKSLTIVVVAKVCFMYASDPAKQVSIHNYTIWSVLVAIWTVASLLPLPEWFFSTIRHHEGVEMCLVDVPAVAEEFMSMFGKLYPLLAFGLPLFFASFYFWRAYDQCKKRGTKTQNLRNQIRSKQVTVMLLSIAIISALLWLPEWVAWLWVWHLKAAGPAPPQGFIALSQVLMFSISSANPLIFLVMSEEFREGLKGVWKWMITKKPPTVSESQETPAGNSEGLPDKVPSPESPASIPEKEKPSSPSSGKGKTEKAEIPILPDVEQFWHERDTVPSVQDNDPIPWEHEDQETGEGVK
FBW7 act = human FBW7 E3 ligase activation, primary screen. Q969H0. AlphaScreen FBW7–phospho-cyclin E peptide binding, activator screen. normalized activity (activation), % at 26.1 µM. 650,000 compounds, 0.13% hits. AID 1259310; in the data active = normalized activity above about 1.9%;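 also: purified mutant Fbw7 with reduced substrate affinity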
MITF inh = inhibitors of human MITF; inhibition, % at 2.6 µM; AID 1259374; O75030; AlphaScreen MITF homodimerization, bead proximity signal; 650,000 compounds, 0.91% hits; in the data active = inhibition above about 50%;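 also: 0% = vehicle wells with protein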
Target sequence (O75030 whole entry, looked up): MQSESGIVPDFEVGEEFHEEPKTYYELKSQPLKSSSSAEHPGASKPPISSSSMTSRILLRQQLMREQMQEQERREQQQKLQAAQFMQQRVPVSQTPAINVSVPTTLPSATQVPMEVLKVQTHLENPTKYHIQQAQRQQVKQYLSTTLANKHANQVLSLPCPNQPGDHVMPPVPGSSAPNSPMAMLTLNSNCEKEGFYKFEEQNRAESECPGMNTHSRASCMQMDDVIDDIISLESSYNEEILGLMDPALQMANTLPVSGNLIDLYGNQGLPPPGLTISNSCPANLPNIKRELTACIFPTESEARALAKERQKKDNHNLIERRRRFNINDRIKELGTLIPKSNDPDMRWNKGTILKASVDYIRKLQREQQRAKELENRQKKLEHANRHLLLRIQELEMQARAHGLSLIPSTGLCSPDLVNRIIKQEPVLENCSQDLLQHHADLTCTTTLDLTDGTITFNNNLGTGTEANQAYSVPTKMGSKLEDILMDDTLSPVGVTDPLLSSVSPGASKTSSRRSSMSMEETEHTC
Numbers without * were called inactive; & = joins results of further samples.

`COc1ccccc1N(CN1CCCC1=O)C(=O)c1cccc(Br)c1` gave TEAD-YAP inh -6, GPR151 ag -0.9, FBW7 act -0.8 and MITF inh -5.
`COc1ccc(OC)c(-n2c(=S)[nH]c3cc(C(=O)N4CCN(c5ccccc5)CC4)ccc3c2=O)c1` gave TEAD-YAP inh 0, GPR151 ag 0.5, FBW7 act -0.2 and MITF inh -5.
Screening Cc1ccc(N=Cc2nc(-c3ccc([N+](=O)[O-])cc3)oc2O)c(Br)c1 returned TEAD-YAP inh -7, GPR151 ag -2.1, FBW7 act 0.1 and MITF inh -7.
Screening O=C1CCCc2oc3c(Cl)cc(NS(=O)(=O)c4cc([N+](=O)[O-])ccc4Cl)cc3c21 returned TEAD-YAP inh -44, GPR151 ag 0.2, FBW7 act 0.2 and MITF inh 2.
Screening COc1cc2nc(N3CCN(C(=O)c4ccco4)CC3)nc(N)c2cc1OC returned TEAD-YAP inh -3&1, GPR151 ag -0.7&0.0&-0.4&0.3, FBW7 act -0.1&-0.1&0.1&0.2 and MITF inh 4&-5&-28&16.
Screening O=C(/C=C\c1ccc(Cl)cc1)Nn1c(-c2ccccc2F)nc2ccccc2c1=O returned TEAD-YAP inh -7, GPR151 ag 2.3, FBW7 act 0.0 and MITF inh 4.
For CN(CCc1ccccn1)C(=O)C1CC(=O)c2sc(NC(=O)C3CCC3)nc2C1 (configuration not stated) the results were TEAD-YAP inh 6, GPR151 ag 1.3, FBW7 act -0.1 and MITF inh 12.
CCCOc1ccc(CSc2n[nH]c(C)n2)cc1 was read as TEAD-YAP inh 82*, GPR151 ag -2.6, FBW7 act -0.1 and MITF inh -5.
COC(=O)C(Cc1ccccc1)NC(=O)NCC12CC3CC(CC(C3)C1)C2 (configuration not stated) was read as TEAD-YAP inh -1, GPR151 ag -0.4, FBW7 act 0.1 and MITF inh -14.
For Cc1ccccc1-n1nc2c(c1NC(=O)c1ccc(F)cc1)CSC2 the results were TEAD-YAP inh 9, GPR151 ag -0.3, FBW7 act 0.0 and MITF inh -6.
`COc1ccc(OC)c(C2NC(=O)NC(C)=C2C(=O)Nc2cccc(Cl)c2)c1` (configuration not stated) gave TEAD-YAP inh -7, GPR151 ag 0.8, FBW7 act 0.1 and MITF inh -1.
For CCOC(=O)C1=C(C)N=c2s/c(=C\c3ccc(OC)c(O)c3)c(=O)n2C1c1ccc(SC)cc1 (configuration not stated) the results were TEAD-YAP inh -4, GPR151 ag 0.5, FBW7 act 0.0 and MITF inh 0.

Nine successive entries from above, quoted:
Screening Cc1ccc(N=Cc2nc(-c3ccc([N+](=O)[O-])cc3)oc2O)c(Br)c1 returned TEAD-YAP inh -7, GPR151 ag -2.1, FBW7 act 0.1 and MITF inh -7.
Screening O=C1CCCc2oc3c(Cl)cc(NS(=O)(=O)c4cc([N+](=O)[O-])ccc4Cl)cc3c21 returned TEAD-YAP inh -44, GPR151 ag 0.2, FBW7 act 0.2 and MITF inh 2.
Screening COc1cc2nc(N3CCN(C(=O)c4ccco4)CC3)nc(N)c2cc1OC returned TEAD-YAP inh -3&1, GPR151 ag -0.7&0.0&-0.4&0.3, FBW7 act -0.1&-0.1&0.1&0.2 and MITF inh 4&-5&-28&16.
Screening O=C(/C=C\c1ccc(Cl)cc1)Nn1c(-c2ccccc2F)nc2ccccc2c1=O returned TEAD-YAP inh -7, GPR151 ag 2.3, FBW7 act 0.0 and MITF inh 4.
For CN(CCc1ccccn1)C(=O)C1CC(=O)c2sc(NC(=O)C3CCC3)nc2C1 (configuration not stated) the results were TEAD-YAP inh 6, GPR151 ag 1.3, FBW7 act -0.1 and MITF inh 12.
CCCOc1ccc(CSc2n[nH]c(C)n2)cc1 was read as TEAD-YAP inh 82*, GPR151 ag -2.6, FBW7 act -0.1 and MITF inh -5.
COC(=O)C(Cc1ccccc1)NC(=O)NCC12CC3CC(CC(C3)C1)C2 (configuration not stated) was read as TEAD-YAP inh -1, GPR151 ag -0.4, FBW7 act 0.1 and MITF inh -14.
For Cc1ccccc1-n1nc2c(c1NC(=O)c1ccc(F)cc1)CSC2 the results were TEAD-YAP inh 9, GPR151 ag -0.3, FBW7 act 0.0 and MITF inh -6.
`COc1ccc(OC)c(C2NC(=O)NC(C)=C2C(=O)Nc2cccc(Cl)c2)c1` (configuration not stated) gave TEAD-YAP inh -7, GPR151 ag 0.8, FBW7 act 0.1 and MITF inh -1.

Remaining list, next part.
Screening N#C/C(=C/c1c(O)ccc2ccccc12)C(=O)Nc1ccc(O)cc1 returned TEAD-YAP inh 2, GPR151 ag 2.3, FBW7 act 0.1 and MITF inh 13.
Screening O=C(c1cccc(F)c1)N1CCN(C(=O)c2cnn3cc(Br)cnc23)CC1 returned TEAD-YAP inh 2, GPR151 ag 0.4, FBW7 act 0.2 and MITF inh 10.
For O=C(N/N=C/c1ccncc1)c1[nH]c2ccc([N+](=O)[O-])cc2c1-c1ccccc1 the results were TEAD-YAP inh 14, GPR151 ag 3.7, FBW7 act 0.1 and MITF inh -1.
Screening CCC(=O)Nc1ccc(C(=O)NNC(=O)c2ccccc2)cc1 returned TEAD-YAP inh -2, GPR151 ag -0.7, FBW7 act 0.1 and MITF inh 3.
CCn1c(SC)nnc1C1CCCN1CC(=O)NCc1cccs1 (configuration not stated) was read as TEAD-YAP inh 0, GPR151 ag 0.4, FBW7 act 0.0 and MITF inh 3.
`NC(=O)C1CCN(C(=S)Nc2ccc(Nc3ccccc3)cc2)CC1` gave TEAD-YAP inh 1, GPR151 ag 2.4, FBW7 act -0.3 and MITF inh 2.
For CCOC(=O)c1nc(Cl)c(Cl)c(Nc2ccc(N(CC)CC)cc2)c1Cl the results were TEAD-YAP inh -7, GPR151 ag 0.3, FBW7 act 0.0 and MITF inh 21.
COC(=O)c1ccc2nc(-c3ccccc3)c(-c3ccccc3)nc2c1 was read as TEAD-YAP inh -3, GPR151 ag -0.7, FBW7 act -0.2 and MITF inh -1.
COc1ccc(S(=O)(=O)N2CCC(c3nc(-c4cccc(Br)c4)no3)CC2)cc1 was read as TEAD-YAP inh -1, GPR151 ag 1.8, FBW7 act 0.1 and MITF inh 4.
`O=C(Cn1ncc2ccsc2c1=O)NCCCN1CCCC1=O` gave TEAD-YAP inh 8, GPR151 ag -0.5, FBW7 act 0.0 and MITF inh 1.
For CCOC(=O)/C(N=Nc1ccc(Cl)cc1[N+](=O)[O-])=C(\C)O the results were TEAD-YAP inh -4, GPR151 ag 0.3, FBW7 act 0.0 and MITF inh 10.
`O=C(CSc1nc2c(cnn2-c2ccccc2)c(=O)[nH]1)NC1CCCCC1` gave TEAD-YAP inh 1, GPR151 ag 0.9, FBW7 act -0.1 and MITF inh -4.
Cc1ccc([N+](=O)[O-])cc1N=P(c1ccncc1)(N1CCCC1)C(C)(C)C (configuration not stated) was read as TEAD-YAP inh 2, GPR151 ag -0.5, FBW7 act 0.0 and MITF inh 3.
Screening Cc1ccc(Nc2nc(N)nc(CN3CCN(c4ccccc4)CC3)n2)cc1Cl returned TEAD-YAP inh 14, GPR151 ag -0.6, FBW7 act 0.1 and MITF inh -12.
Screening COc1ccc(C(c2nnnn2Cc2cccs2)N2CCN(C3CCCC3)CC2)cc1 (configuration not stated) returned TEAD-YAP inh -3, GPR151 ag -0.6, FBW7 act 0.4 and MITF inh 5.
O=C(CCN1C(=O)c2ccccc2S1(=O)=O)Nc1cc(Cl)ccc1Cl was read as TEAD-YAP inh 4, GPR151 ag -0.7, FBW7 act -0.1 and MITF inh -2.
`Cc1[nH]c2ccccc2c1C(Nc1nccs1)c1ccccc1` (configuration not stated) gave TEAD-YAP inh -16, GPR151 ag -0.7, FBW7 act 0.0 and MITF inh -3.
For COc1ccc(OC)c(CCNC(=O)Cn2ncc3ccsc3c2=O)c1 the results were TEAD-YAP inh -7, GPR151 ag -1.3, FBW7 act 0.4 and MITF inh -4.
For COC(=O)CCSc1nc(SC)nc2sc3c(c12)CC(C)(C)OC3 the results were TEAD-YAP inh 6, GPR151 ag 0.5, FBW7 act 0.1 and MITF inh 10.
`COCCN1C(=O)c2ccccc2C(C(=O)N2CC(C)CC(C)C2)C1c1ccc(F)cc1` (configuration not stated) gave TEAD-YAP inh 9, GPR151 ag -0.2, FBW7 act 0.1 and MITF inh 13.
For COc1ccccc1NC(=O)N(CCN1CCOCC1)C1CCN(C(C)=O)CC1 the results were TEAD-YAP inh -13, GPR151 ag 1.3, FBW7 act 0.0 and MITF inh 2.
Screening COc1ccc(CCNC(=O)CCn2cnc3cc(C)c(C)cc32)cc1OC returned TEAD-YAP inh 6, GPR151 ag 0.7, FBW7 act 0.1 and MITF inh -1.
`COC(=O)CCCNc1nc(CN2CCN(Cc3cccs3)CC2)nc2ccccc12` gave TEAD-YAP inh -8, GPR151 ag -0.7, FBW7 act 0.1 and MITF inh -13.
`O=C(NCCCc1ccccc1)c1ccc(CNc2c(N3CCCC3)c(=O)c2=O)cc1` gave TEAD-YAP inh 1, GPR151 ag -1.0, FBW7 act 0.1 and MITF inh 4.
Screening O=c1[nH]c2ccc(S(=O)(=O)NCc3ccco3)cc2o1 returned TEAD-YAP inh -3, GPR151 ag 6.0*, FBW7 act -0.1 and MITF inh -2.
For O=[N+]([O-])c1cccc(S(=O)(=O)N(Cc2ccco2)CC2CCCO2)c1 (configuration not stated) the results were TEAD-YAP inh 3, GPR151 ag 0.1, FBW7 act -0.1 and MITF inh 12.
O=C(Nc1nc2c(s1)CCCC2)c1cc(Cl)sc1Cl was read as TEAD-YAP inh 49*, GPR151 ag -8.5, FBW7 act 0.2 and MITF inh 17.
`O=S(=O)(NCc1ccncc1)c1ccc(S(=O)(=O)NCC2CCCO2)cc1` (configuration not stated) gave TEAD-YAP inh 3, GPR151 ag 0.2, FBW7 act -0.2 and MITF inh -12.
Screening Cc1ccc(-n2c(SCC(N)=O)nc3sc4c(c3c2=O)CCC4)cc1 returned TEAD-YAP inh 3, GPR151 ag -1.4, FBW7 act 0.0 and MITF inh 9.
Cc1cc(=O)oc2cc(Oc3nc([N+](=O)[O-])nn3CC(N)=O)ccc12 was read as TEAD-YAP inh 12, GPR151 ag 1.2, FBW7 act 0.0 and MITF inh 13.
For NC(=O)C1CCCN(Cc2c(C(=O)N3CCCCCCC3)nc3ccc(Cl)cn23)C1 (configuration not stated) the results were TEAD-YAP inh 5, GPR151 ag 0.8, FBW7 act 0.0 and MITF inh -9.
Screening O=C(NC1CCCCC1)C(c1ccncc1)N(CC1CCCO1)C(=O)C(F)(F)F (configuration not stated) returned TEAD-YAP inh -1, GPR151 ag -0.4, FBW7 act 0.1 and MITF inh 3.
Screening COc1ccc(-c2nc(NCCCN3CCCC3=O)c3ncn(-c4ccccc4)c3n2)cn1 returned TEAD-YAP inh 55*, GPR151 ag 2.6, FBW7 act 0.0 and MITF inh -1.
`Cc1cc(C)c(CN2CCOCC2)c(OS(=O)(=O)c2ccc(F)cc2)c1` gave TEAD-YAP inh 2, GPR151 ag 0.0, FBW7 act 0.0 and MITF inh -8.
`O=C(CSc1nc2[nH]ncc2c(=O)n1-c1cccc(Cl)c1)Nc1cccc(Cl)c1` gave TEAD-YAP inh 27, GPR151 ag 1.2, FBW7 act 0.2 and MITF inh -6.
For COc1cc(CO)c(C2(C(=O)O)CCCC2)cc1OC the results were TEAD-YAP inh 11&14, GPR151 ag 1.8&0.8, FBW7 act -0.2&-0.1 and MITF inh -8&-3.
`O=C(/C=C/c1ccc2c(c1)OCO2)NC1CCCC1` gave TEAD-YAP inh -9, GPR151 ag -0.6, FBW7 act 0.1 and MITF inh 17.
`O=c1cc(-c2ccccc2)sc2ccc(Cl)cc12` gave TEAD-YAP inh -23, GPR151 ag 0.3, FBW7 act -0.2 and MITF inh 41.
CCOC(=O)c1cnc2cc(Cl)c(OC)cc2c1N1CC(C)CC(C)C1 (configuration not stated) was read as TEAD-YAP inh -3, GPR151 ag -0.7, FBW7 act 0.2 and MITF inh -16.
Cc1cccc(C2(c3cccc(C)c3)CC2C(=O)Nc2cccc(C(F)(F)F)c2)c1 (configuration not stated) was read as TEAD-YAP inh 9, GPR151 ag 0.3, FBW7 act 1.4 and MITF inh 11.
Screening Cc1ccc2nc(NCCCNC(=S)NCCCN3CCOCC3)c(C#N)cc2c1 returned TEAD-YAP inh -5, GPR151 ag 1.5, FBW7 act 0.3 and MITF inh -7.
`COc1cccc(NC(=O)CN(CCc2ccccc2)S(=O)(=O)c2ccc(Cl)cc2)c1` gave TEAD-YAP inh 1, GPR151 ag -1.1, FBW7 act 0.3 and MITF inh 6.
`C=CCN(CC=C)C(=O)CC1C(=O)NCCN1C1Cc2ccccc2C1` (configuration not stated) gave TEAD-YAP inh 0, GPR151 ag -0.5, FBW7 act 0.0 and MITF inh 4.
`CN(C)c1ccc(/C=N/NC(=O)CNC(=O)/C=C/c2ccccc2)cc1` gave TEAD-YAP inh -4, GPR151 ag 0.1, FBW7 act 0.3 and MITF inh 16.
CCCCN(CC)Cc1ccc(CNC(=O)Nc2ccc(OCC)cc2)o1 was read as TEAD-YAP inh -2, GPR151 ag 0.1, FBW7 act -0.1 and MITF inh -1.
For O=C(CC1(C(=O)O)CCCC1)NC1CC1 the results were TEAD-YAP inh 6, GPR151 ag -1.4, FBW7 act 0.8 and MITF inh 11.
For CC(C)=CCCC1(C)Oc2ccccc2C2OC(C)CCC21 (configuration not stated) the results were TEAD-YAP inh -3, GPR151 ag -1.0, FBW7 act 0.3 and MITF inh 23.
O=S(=O)(c1cccc2nsnc12)N1CCN(Cc2ccc3c(c2)OCO3)CC1 was read as TEAD-YAP inh 4, GPR151 ag -1.3, FBW7 act 0.1 and MITF inh 12.
`NC(=O)c1ccc(-c2nc(NCCN3CCOCC3)c3ncn(CCN4CCCC4=O)c3n2)cc1` gave TEAD-YAP inh 2, GPR151 ag -0.7, FBW7 act -0.2 and MITF inh 3.
